Screening results deposited in PubChem by National Center for Advancing Translational Sciences (NCATS).
Vif-APOBEC3G blk: qHTS for Inhibitors of Vif-A3G Interactions: qHTS | 410,000 tested, 0.076% active | DNA dC->dU-editing enzyme APOBEC-3G (Homo sapiens), Q9HC16 | Potency, µM (highest dose often 46.1 µM), inactives show at the highest dose activity, negative = active, hits mostly inhibitors | HeLa A3G-eYFP + Vif (tagged APOBEC3G with the HIV-1 protein that degrades it), YFP fluorescence, overnight;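 further: on the % scale 0 is the no-effect control and ±100 the full control effect; nearly all actives have a fitted effect of over 60% in size; hits raise eYFP signal because A3G escapes Vif-driven loss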
Target sequence (Q9HC16 whole entry, looked up): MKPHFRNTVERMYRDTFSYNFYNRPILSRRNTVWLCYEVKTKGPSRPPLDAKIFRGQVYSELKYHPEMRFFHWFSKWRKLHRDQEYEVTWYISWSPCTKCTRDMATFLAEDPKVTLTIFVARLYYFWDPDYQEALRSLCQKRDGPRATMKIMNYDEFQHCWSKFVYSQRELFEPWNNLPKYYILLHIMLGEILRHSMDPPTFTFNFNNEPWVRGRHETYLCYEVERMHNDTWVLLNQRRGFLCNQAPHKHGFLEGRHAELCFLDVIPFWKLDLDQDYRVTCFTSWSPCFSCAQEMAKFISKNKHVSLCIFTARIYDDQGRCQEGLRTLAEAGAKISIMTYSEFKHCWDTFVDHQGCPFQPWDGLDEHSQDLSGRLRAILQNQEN
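HeLa cells stably expressing Vif and C-terminally eYFP-tagged A3G, seeded overnight at 37 deg C, then exposed to compound by pintool overnight at 37 deg C. Rise in yellow fluorescence (Ex 488/Em 500-530, Acumen) marks blocked Vif-driven A3G degradation.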
ALOX12 inh: Primary qHTS assay for inhibitors of human arachidonate 12S-lipoxygenase (ALOX12): Round 2. Polyunsaturated fatty acid lipoxygenase ALOX12 (Homo sapiens), P18054. purified 12hLO, xylenol orange hydroperoxide absorbance. Potency, µM (top dose mostly 108 µM), for inactives: top-dose activity change, negative = inhibition, most hits filed as inhibitors. 580,000 tested, 1.1% active; further: on the % scale 0 is the no-effect control and ±100 the full control effect
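Hydroperoxide product was detected by ferrous iron/xylenol orange as the 573 to 405 nm absorbance ratio. Arachidonic acid at 40 uM (final) was turned over for 30 min at room temperature by 150 nM human 12hLO, pH 7.0 Hepes buffer, after 15 min compound preincubation.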
RGS4 inhibitor: Inhibitors of Regulator of G Protein Signaling (RGS) 4: qHTS | Transcreener GDP fluorescence polarization, RGS4-accelerated GTP hydrolysis | Regulator of G-protein signaling 4 (Homo sapiens), P49798 | AID 504845, 2011 | 390,000 tested, 0.039% active | Potency, µM (highest dose often 114 µM), for the others: at the highest dose activity change, negative = inhibition, most hits filed as inhibitors; further: on the % scale 0 is the no-effect control and ±100 the full control effect; nearly all actives have a fitted effect of over 75% in size; some results filed as inactive show a strong effect at the top dose
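MLSMR compounds (23 nl, pin-transferred) preincubated 10 min at room temperature with a 500nM (2x) first reagent, then RGS4 at 900nM (2x) plus Transcreener GDP mix added; fluorescence polarization (620/688 nm) read before and after 90 min at 30 °C.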
TrxR1 substrate: qHTS Assay for Substrates of Mammalian Selenoprotein Thioredoxin Reductase 1 (TrxR1): qHTS. Thioredoxin reductase 1, cytoplasmic (Rattus norvegicus), O89049. purified TrxR1 substrate turnover, NADPH consumption readout. Potency, µM (doses to about 114 µM), without a hit: at the top dose activity change, negative = substrate turnover. 390,000 tested, 0.01% active. AID 588456, 2011; further: on the % scale 0 is the no-effect control and ±100 the full control effect; nearly all actives have a fitted effect of over 50% in size
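Rat TrxR1, dispensed at 90 nM, was prereduced with 400 uM NADPH (final) for 5 min at ~22 deg C, then incubated with compound 15 min before 400 uM selenite. A first-read NADPH fluorescence drop versus no-compound background flagged substrates.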
USP1-UAF1 inh: Inhibitors of USP1/UAF1: Primary Screen | recombinant USP1/UAF1, Ub-Rhodamine cleavage fluorescence | Potency, µM (doses to about 57.1 µM), inactives show at the highest dose activity change, negative = inhibition, most hits filed as inhibitors | 390,000 tested, 0.23% active | AID 743255, 2014; further: on the % scale 0 is the no-effect control and ±100 the full control effect; nearly all actives have a fitted effect of over 60% in size; inactives centre near -12
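USP1/UAF1 complex (1 nM) preincubated 15 min at room temperature with compound, then Ub-Rho substrate (150 nM final) added. Kinetic fluorescence at 480/540 nm over 6 reads at 60 s intervals; 50 mM HEPES pH 7.8, 0.5 mM EDTA, 0.1 mg/ml BSA, 1 mM TCEP, 0.01% Tween-20.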
Vif-APOBEC3F blk: qHTS for Inhibitors of Vif-A3F Interactions: qHTS | HeLa A3F-eYFP + Vif (tagged APOBEC3F with the HIV-1 protein that degrades it), YFP fluorescence increase | Potency, µM (highest dose often 46.1 µM), without a hit: at the top dose activity, negative = active | 390,000 tested, 0.2% active | AID 602313, 2012; further: % of control where 0% means no effect; nearly all actives have a fitted effect of over 65% in size
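Fluorescence increase (Ex 488/Em 500-530) after overnight compound treatment at 37 deg C flags inhibition of Vif-driven A3F-eYFP loss in stable HeLa A3F-eYFP/Vif cells seeded overnight beforehand.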
IDH1 R132H inh: qHTS for Inhibitors of mutant isocitrate dehydrogenase 1 (IDH1): qHTS. 390,000 tested, 0.093% active. IDH1-R132H enzyme, NADPH consumption, diaphorase/resazurin fluorescence. Potency, µM (titrated, usually from 76.6 µM), inactives show top-dose activity change, negative = inhibition, actives largely listed as inhibitors. Isocitrate dehydrogenase [NADP] cytoplasmic (Homo sapiens), O75874. AID 602179, 2012; further: on the % scale 0 is the no-effect control and ±100 the full control effect; nearly all actives have a fitted effect of over 65% in size
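IDH1-R132H (0.5 ug/mL) preincubated 30 min with compound, then NADPH (0.016 mM) and alpha-KG (2 mM) added; 80 min at RT, pH 7.5. Remaining NADPH coupled via diaphorase/resazurin to fluorescence (540/590 nm); concentration-response curves normalized to no-enzyme control.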
RXFP1 agonist: qHTS Assay for Agonists of the Relaxin Receptor RXFP1; HEK293T-RXFP1 cAMP TR-FRET, 30 min; response scale: percent of porcine relaxin response, buffer zero; 370,000 tested, 0.3% active; Potency, µM (doses to about 57.5 µM), for inactives: at the top dose activation, actives largely listed as activators; Relaxin receptor 1 (Homo sapiens), Q9HBX9; further: on the % scale 0 is the no-effect control and ±100 the full control effect; nearly all actives have a fitted effect of over 60% in size; many of its hits are not listed in these tables
Target sequence (Q9HBX9 whole entry, looked up): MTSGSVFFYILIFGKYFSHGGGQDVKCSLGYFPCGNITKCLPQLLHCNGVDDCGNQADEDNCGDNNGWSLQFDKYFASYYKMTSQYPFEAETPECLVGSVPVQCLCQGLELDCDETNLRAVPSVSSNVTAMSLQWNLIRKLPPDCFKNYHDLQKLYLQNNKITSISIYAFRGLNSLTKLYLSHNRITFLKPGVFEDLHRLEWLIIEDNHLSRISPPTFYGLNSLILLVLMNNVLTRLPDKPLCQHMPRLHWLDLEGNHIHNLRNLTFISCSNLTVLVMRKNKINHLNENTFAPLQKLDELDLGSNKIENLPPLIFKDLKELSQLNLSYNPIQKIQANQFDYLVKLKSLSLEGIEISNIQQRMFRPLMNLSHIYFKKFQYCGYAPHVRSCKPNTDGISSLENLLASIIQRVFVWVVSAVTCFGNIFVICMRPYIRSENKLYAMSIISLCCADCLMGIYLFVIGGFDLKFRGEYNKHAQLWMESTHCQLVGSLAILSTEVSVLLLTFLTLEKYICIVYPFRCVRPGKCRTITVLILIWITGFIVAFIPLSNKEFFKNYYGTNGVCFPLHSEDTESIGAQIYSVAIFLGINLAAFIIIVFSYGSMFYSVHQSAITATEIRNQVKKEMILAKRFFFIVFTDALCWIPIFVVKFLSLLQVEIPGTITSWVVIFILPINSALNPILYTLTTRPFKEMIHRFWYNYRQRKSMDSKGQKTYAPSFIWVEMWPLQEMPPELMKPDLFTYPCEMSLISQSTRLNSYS
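Agonist response is measured as cAMP accumulation in an RXFP1-transfected HEK293T line under PDE4 inhibition. Values are scaled between buffer-only and 29 nM porcine relaxin, and EC50s come from standard Hill equation fits.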
TrxR1 inh: qHTS Assay for Inhibitors of Mammalian Selenoprotein Thioredoxin Reductase 1 (TrxR1): qHTS; Thioredoxin reductase 1, cytoplasmic (Rattus norvegicus), O89049; recombinant rTrxR1, NADPH fluorescence consumption, selenite substrate; Potency, µM (highest dose often 114 µM), without a hit: at the top dose activity change, negative = inhibition, hits mostly inhibitors; 390,000 tested, 1% active; AID 588453, 2011; further: on the % scale 0 is the no-effect control and ±100 the full control effect; nearly all actives have a fitted effect of over 65% in size
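Rat TrxR1 (90 nM in the dispensed reagent) was pre-reduced with 400 uM NADPH for 5 min at room temperature, then incubated with compound for 15 min. After 400 uM selenite was added, NADPH fluorescence (Ex 340/Em 450 nm) was followed for 8 min.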
Active calls of the source: *; ? = inconclusive; · = no result given; & = joins results of further samples; [ ] = dose if it differs, or a comment. The call rests on the fitted dose curve; in most records, active means well fitted curve in the direction sought with a large enough effect; inconclusive means small, poorly fitted or top-dose-only effect, or another doubt; inactive means no such curve, though single readings can be large; an effect the other way counts as inactive or inconclusive. Potency means the concentration at half of the fitted maximal effect.

SMILES	Vif-APOBEC3G blk	ALOX12 inh	RGS4 inhibitor	TrxR1 substrate	USP1-UAF1 inh	Vif-APOBEC3F blk	IDH1 R132H inh	RXFP1 agonist	TrxR1 inh
CC(C)(C)C1CCC(=O)N(CCOc2ccccc2)CC1 (configuration not stated)	-4.4%&-6.8%	-2.7%	6.7%	8.6%[57.1 µM]	?	1.1%	-4.6%	-1.0%	13.2%[57.1 µM]
CC1Sc2ccc(S(=O)(=O)CCC(=O)NC3CCCC(C)C3C)cc2NC1=O (configuration not stated)	-0.6%	-1.0%	-4.2%	53.7%[activator]	-8.9%	0.4%	-5.8%	2.0%	51.3%[activator]
CCC1(c2ccc(F)cc2)NC(=O)N(CC(=O)Nc2ccc(N3CCCCC3)cc2)C1=O (configuration not stated)	-0.6%	-6.3%	-4.6%	-13.4%	2.3%	7.7%	-0.2%	-0.1%	-5.8%
COC(=O)c1cc(NC(=O)CSc2nnc(N)s2)ccc1Cl	0.2%	-19.7%	-0.1%	5.6%	-9.7%	-7.2%	0.0%	-1.3%	2.5%
COCCn1c(=NC(C)=O)sc2cc([N+](=O)[O-])ccc21	0.3%	26.6%	-15.1%	1.3%	-9.5%	-2.1%	2.6%	0.8%	9.7%
CCCSc1nnc2n(-c3cccc(C)c3)c(=O)c3c4c(sc3n12)CCCC4	1.4%	-14.9%	-8.6%	3.1%	-22.1%	5.6%	-20.7%	2.6%	8.9%
COc1cc(C(c2c(C)n(C)n(-c3ccccc3)c2=O)c2c(C)n(C)n(-c3ccccc3)c2=O)cc(Br)c1O	-7.1%	0.6%	-18.0%	3.3%	-9.7%	-2.4%	-8.1%	0.1%	12.5%
CCN(CC)CCn1cnc2c1c(=O)n(CCOC(=O)c1cc(OC)c(OC)c(OC)c1)c(=O)n2C	0.5%	?	-37.3%	-0.2%[57.1 µM]	-13.5%	2.0%	-1.6%	-0.1%	15.2%[57.1 µM]
CCCCCn1c(N2CCC(C(N)=O)CC2)nc2c1c(=O)[nH]c(=O)n2C	-0.3%	19.9%&-7.8%	-29.4%	-8.5%	-5.7%	7.2%	13.8%	3.7%	-11.3%
CC1CCC(NC(=O)c2ccc(N3CCCC3=O)cc2)CC1 (configuration not stated)	-9.5%	18.8%	33.5%	13.8%[57.1 µM]	-17.2%	1.0%	8.4%	1.9%	26.2%
CCOc1ccccc1NC(=O)CN1C(=O)COc2ccc(S(=O)(=O)N3CCOCC3)cc21	0.6%&4.4%	0.4%&0.8%	-8.7%[11.4 µM]	-21.1%&1.8%	-9.4%&-23.3%	-9.0%&1.3%	-8.4%&0.0%	5.4%&4.4%	?
Cc1cccc(N2CCN(C(=O)c3ccc4ncsc4c3)CC2)c1C	?	-8.1%[57.4 µM]	3.3%[11.4 µM]	8.8%[57.1 µM]	-4.3%	-3.6%	-1.1%	-1.9%	-2.6%
C=C(C)C1Cc2c(C)nn(-c3ccccn3)c2C1 (configuration not stated)	-7.2%	274.9%[activator]	23.7%	-11.8%	7.7%	-3.0%	5.3%	-0.3%	-14.2%
COc1cccc(NC2=Nc3cccc4cccc2c34)c1	-15.7%	-19.2%	-25.6%	-10.8%	?	-10.3%	12.7%	-0.2%	-10.1%
O=C(Nc1ccc(S(=O)(=O)N2CCCCC2)cc1)c1ccccc1Cl	2.6%	0.0%	-43.6%[56.9 µM]	-4.9%	-6.8%	2.5%	-3.1%	1.0%	6.3%
COc1ccccc1NC(=O)C(C)OC(=O)C1CCN(S(=O)(=O)c2ccc(C)c(C)c2)CC1 (configuration not stated)	-2.1%	-5.9%	-20.3%	-7.4%	-13.0%	1.1%	4.8%	1.0%	2.6%
Cc1ccccc1NC(=O)CCn1nc(-c2ccccc2)c2ccccc2c1=O	-0.7%	?	-10.8%	3.3%[57.1 µM]	-26.1%	-2.0%	-2.9%	1.3%	35.1%[57.1 µM]
CC(=O)Nc1ccccc1C	-1.9%	3.4%	27.8%	1.9%	-7.2%	3.0%	-7.0%	2.9%	14.2%
O=C(COC(=O)c1ccc(CSc2ccc(Cl)cc2)cc1)Nc1ccccc1	-0.4%	17.7%	18.0%	4.7%[0.457 µM]	2.6%	?	4.2%	-1.1%	12.0%
O=C(NCc1ccccc1)C(c1cccnc1)N(C(=O)c1csnn1)c1ccccc1 (configuration not stated)	-0.2%	1.4%	7.8%	1.9%[57.1 µM]	-12.5%	-10.7%	-10.3%	4.8%	4.9%[57.1 µM]
CC1CCN(S(=O)(=O)c2ccc(N3CCCCS3(=O)=O)cc2)CC1	5.8%	?	26.1%	-0.6%[57.1 µM]	-2.3%	-7.1%	6.1%	-0.9%	14.4%[57.1 µM]
CCN(C(=O)c1cccs1)C1CCS(=O)(=O)C1 (configuration not stated)	2.0%	0.6%	-8.0%	2.2%	-5.4%	0.9%	-7.9%	-0.7%	21.2%
C[C@@H](C(=O)N=c1sc2ccccc2n1C)N1C(=O)C2CC=CCC2C1=O (some centres not stated)	-0.8%	-21.6%	12.5%	-0.2%	-7.2%	-4.7%	-10.8%	·	13.9%
CCOC(=O)CN(C(=O)CN1CCOCC1)c1ccc(Br)cc1	-3.6%	-14.3%	11.4%	-4.5%	-16.7%	-1.5%	-2.5%	0.8%	-8.0%
COc1ccccc1OC(C)C(=O)Nc1c(C(=O)c2ccc(Cl)cc2)oc2ccccc12 (configuration not stated)	0.2%	-14.0%	12.5%	5.0%	-15.7%	-0.6%	5.1%	11.8%	24.5%
COC(=O)c1sc(NC(=O)c2ccoc2C)nc1C	0.4%	8.0%	-4.3%	2.2%	-21.1%	-2.6%	6.4%	-0.4%	10.2%
COc1ccc(NC2CCCN(C(=O)CCc3ccncc3)C2)cc1OC (configuration not stated)	7.0%	2.6%	-10.2%[56.9 µM]	-6.0%[57.1 µM]	-21.7%	2.1%	0.0%	-6.8%	23.2%[57.1 µM]
COC(=O)[C@@]1(Cc2ccccc2)[C@@H]2C(=CC(=O)[C@H]2CC(=O)C(=O)N(C)C)CN1C(=O)c1ccccc1	?	·	-47.7%	8.4%	-3.8%	-5.2%	-7.7%	0.4%	-8.0%[57.1 µM]
CCOC(=O)N1CCN(C(=O)C2CCN(S(=O)(=O)c3ccc(Br)s3)CC2)CC1	0.7%	8.1%	-48.7%	8.3%[57.1 µM]	9.3%	-9.9%	4.0%	0.2%	5.5%[57.1 µM]
O=C(Nc1cc(Br)ccc1O)c1cc(-c2ccc3c(c2)OCO3)on1	-5.1%	-12.3%	14.6%	-1.9%	-1.6%	-8.8%	5.7%	-0.1%	14.8%
COc1ccc(-c2nc(C)c(C(C)=O)n2O)cc1	-4.3%	-7.8%	-14.9%	-15.7%	-9.0%	·	5.2%	-0.3%	-15.5%
CCOC(=O)N1CCN(C(=O)CCN2C(=O)COc3ccccc32)CC1	1.1%	7.6%	-0.8%	8.4%	5.5%	-0.7%	-3.7%	-0.2%	19.1%
Cc1ccc(C2(C)NC(=O)N(CC(=O)N3CCN(S(=O)(=O)c4ccccc4[N+](=O)[O-])CC3)C2=O)cc1 (configuration not stated)	0.9%	151.1%[activator]	-0.6%	0.2%	-18.6%	0.4%	8.0%	·	10.5%
N/C(Cc1cccs1)=N\OC(=O)COc1ccccc1	-0.2%	121.4%[activator]	-6.3%	3.8%[57.1 µM]	-1.5%	-6.6%	1.3%	2.8%	-7.1%
COc1ccc(NC(=O)Nc2cc(C)ccn2)cc1	3.0%	0.1%	41.0%	0.6%	-7.3%	-0.2%	-6.0%	·	18.2%
COc1cc(-c2nc3cc(C)ccn3c2NC2CCCCC2)ccc1-c1ccc(C(C)=O)cc1	-8.7%	-29.9%	2.4%	-1.8%[57.1 µM]	-15.2%	-5.5%	1.1%	-0.6%	41.7%

Two entries drawn at random from the list so far:
SMILES	Vif-APOBEC3G blk	ALOX12 inh	RGS4 inhibitor	TrxR1 substrate	USP1-UAF1 inh	Vif-APOBEC3F blk	IDH1 R132H inh	RXFP1 agonist	TrxR1 inh
Cc1ccc(C2(C)NC(=O)N(CC(=O)N3CCN(S(=O)(=O)c4ccccc4[N+](=O)[O-])CC3)C2=O)cc1 (configuration not stated)	0.9%	151.1%[activator]	-0.6%	0.2%	-18.6%	0.4%	8.0%	·	10.5%
CC1CCN(S(=O)(=O)c2ccc(N3CCCCS3(=O)=O)cc2)CC1	5.8%	?	26.1%	-0.6%[57.1 µM]	-2.3%	-7.1%	6.1%	-0.9%	14.4%[57.1 µM]

The list is partial (hit frequency here may not be typical).
